a7 integrin act: integrin-mediated muscular dystrophy alleviation activation | alpha7betagal myoblasts, beta-gal FDG fluorescence, 48 h | Potency, µM (highest dose often 38.3 µM), without a hit: top-dose activation, hits mostly activators | 0.064% of 350,000 active;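 also: potency is read from the fitted curve at half-maximal effect; 100% = response of the positive control SU9516; nearly all actives have a fitted effect of over 60% in size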
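Alpha7betagal+/- myoblasts (passage 13) were plated 16-24 hr, then exposed to compounds (1:260 dilution of DMSO stock) for 48 hours at 37C. After MPER lysis, β-galactosidase reporter activity was read as FDG fluorescence (ex 480/em 540) after 30 minutes.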
PTAP TSG101 blk: blocks PTAP/TSG101 interaction to inhibit HIV-1 budding. Potency, µM (titrated, usually from 115 µM), for inactives: at the highest dose activity change, negative = inhibition, most hits filed as inhibitors. Fluorescence polarization, FITC-PTAP peptide / Tsg101 binding. AID 493005. 340,000 tested, under 10 active. Q99816; active = well fitted inhibition curve with a large enough effect in the main read-out, with a control signal flat, not every such curve was filed as active; inconclusive = small, poorly fitted or top-dose-only effect, or effect the other way, or a change in a side signal; inactive = no such curve, though single readings can be large or run the other way; also: potency is read from the fitted curve at half-maximal effect; % of control where 0% means no effect
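Steps: Tsg101 binding domain dispensed (10 uM final), compounds pinned in DMSO, FITC-labeled PTAP-motif peptide added (50 nM final); after 20 min binding at room temperature, polarization measured.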
uPA generation: blocks generation of uPA at the cell surface. 0.31% of 330,000 active. Potency, µM (series often up to 38.3 µM), for inactives: at the top dose activity change, negative = inhibition, hits mostly inhibitors. cell surface uPA generation assay, qHTS. AID 540303; active = well fitted inhibition curve with a large enough effect; inconclusive = small, poorly fitted or top-dose-only effect; inactive = no such curve, though single readings can be large or run the other way; tested in mouse RAW 264.7 cells; also: potency is read from the fitted curve at half-maximal effect; % is scaled to controls: 0 for no effect and ±100 for the full control effect; nearly all actives have a fitted effect of over 55% in size
USP2a inh: blocks human ubiquitin-specific protease USP2a; O75604; USP2 core, Ub-CHOP2 coupled fluorogenic reporter, 485/531; Potency, µM (doses to about 38.3 µM), for the others: at the top dose activity change, negative = inhibition, most hits filed as inhibitors; 0.01% of 330,000 active; AID 463254;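 also: potency is read from the fitted curve at half-maximal effect; plate controls were DMSO wells for no effect and full inhibition by NEM control for full effect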
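Cell-free coupled assay: 10nM USP2 core preincubated 30min RT with compound in Tris-HCl pH 8.0/CaCl2/CHAPS buffer, then 25nM Ub-CHOP2 and 25nM reporter substrate; fluorescence (Ex 485/Em 531) read after 60min RT, normalized to NEM inhibition, concentration-response curves fitted.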
S-ASM inh: blocks human secretory acid sphingomyelinase | 0.006% of 340,000 active | AID 504937 | Potency, µM (titrated, usually from 57.5 µM), inactives show at the top dose activity change, negative = inhibition, usual class: inhibitors | placental ASM, HMU-PC fluorogenic substrate, 60 min | P17405; also: potency is read from the fitted curve at half-maximal effect
Target sequence (P17405 47-631 limits assumed): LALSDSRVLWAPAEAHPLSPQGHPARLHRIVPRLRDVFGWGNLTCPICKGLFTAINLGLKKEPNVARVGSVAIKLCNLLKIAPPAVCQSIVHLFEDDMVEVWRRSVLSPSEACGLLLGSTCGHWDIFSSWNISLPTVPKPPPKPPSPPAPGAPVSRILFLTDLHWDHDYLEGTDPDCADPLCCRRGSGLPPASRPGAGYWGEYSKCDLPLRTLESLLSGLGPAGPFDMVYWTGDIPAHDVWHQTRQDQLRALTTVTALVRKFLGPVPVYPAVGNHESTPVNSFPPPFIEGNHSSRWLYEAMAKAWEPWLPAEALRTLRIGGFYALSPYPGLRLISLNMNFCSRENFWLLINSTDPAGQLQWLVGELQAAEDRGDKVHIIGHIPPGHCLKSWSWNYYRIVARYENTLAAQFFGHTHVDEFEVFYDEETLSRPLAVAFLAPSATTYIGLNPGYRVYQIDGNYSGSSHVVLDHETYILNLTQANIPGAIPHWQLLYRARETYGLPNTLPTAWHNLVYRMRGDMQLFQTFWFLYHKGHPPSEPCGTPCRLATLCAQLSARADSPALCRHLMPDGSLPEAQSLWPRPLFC
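qHTS format. ASM enzyme prepared from human placenta hydrolyses the fluorogenic substrate HMU-PC0 (9 uM final) over 60 min at 37 °C after a 10 min compound preincubation.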
Eya2 phos inh: Eya2 (human) phosphatase inhibition. Potency, µM (doses to about 76.9 µM), without a hit: top-dose activity, negative = inhibition, actives largely listed as inhibitors. 0.006% of 330,000 active. recombinant Eya2, OMFP fluorescence dephosphorylation (OMFP is methylfluorescein phosphate). AID 488837; also: potency is read from the fitted curve at half-maximal effect; % is scaled to controls: 0 for no effect and ±100 for the full control effect
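Eya2 (0.2 uM) preincubated 10 min at ambient with compound, then OMFP substrate added at 50 uM; 10 min reaction in 50 mM HEPES pH 7.5, 50 mM NaCl, 5 uM MgCl2, 0.05% BSA, 1 mM DTT. Fluorescence read at Ex 485/Em 525 nm.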
BRCA1 expr up: increases BRCA1 expression | MCF7-BRCA1-FFLuc reporter, luminescence, 48 h; response scale: scaled: vehicle 0%, 10 µM genistein 100% | Potency, µM (titrated, usually from 46.1 µM), without a hit: at the top dose activation, actives largely listed as activators | 1.1% of 380,000 active | AID 624202; also: potency is read from the fitted curve at half-maximal effect; nearly all actives have a fitted effect of over 80% in size; some results filed as inactive show a strong effect at the top dose
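MCF7 cells carrying a BRCA1-firefly luciferase reporter (2000 cells/well, phenol-red free MEM) were attached for 2 h at 37 °C, then given compounds for 48 h. Luminescence was read 15 min after luciferase reagent; activity normalized to genistein (10 microM) and DMSO.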
ELG1 genotoxic: induces genotoxicity in HEK293T cells with luciferase-tagged ELG1. 1.3% of 330,000 active. HEK293T ELG1-luciferase reporter, luminescence, 16 h. Potency, µM (doses to about 46 µM), for inactives: at the top dose activity change, positive = activation, hits mostly activators. AID 504466; also: potency is read from the fitted curve at half-maximal effect; % of control where 0% means no effect; nearly all actives have a fitted effect of over 60% in size
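After overnight (16 hr) compound treatment at 37 °C, ELG1-luciferase HEK293T cells were lysed with ONE-Glo; luminescence quantified 30 min later at room temperature.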
B2AR arrestin: recruits beta-arrestin to the human beta2-adrenergic receptor; Potency, µM (highest dose often 46.1 µM), without a hit: top-dose activation, hits mostly activators; beta-arrestin recruitment to beta2AR, cell-based reporter; 0.02% of 330,000 active; P07550;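 also: potency is read from the fitted curve at half-maximal effect; 0% = DMSO controls and full agonism = EC100 isoproterenol or metaproterenol; nearly all actives have a fitted effect of over 65% in size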
Target sequence (P07550 whole entry, looked up): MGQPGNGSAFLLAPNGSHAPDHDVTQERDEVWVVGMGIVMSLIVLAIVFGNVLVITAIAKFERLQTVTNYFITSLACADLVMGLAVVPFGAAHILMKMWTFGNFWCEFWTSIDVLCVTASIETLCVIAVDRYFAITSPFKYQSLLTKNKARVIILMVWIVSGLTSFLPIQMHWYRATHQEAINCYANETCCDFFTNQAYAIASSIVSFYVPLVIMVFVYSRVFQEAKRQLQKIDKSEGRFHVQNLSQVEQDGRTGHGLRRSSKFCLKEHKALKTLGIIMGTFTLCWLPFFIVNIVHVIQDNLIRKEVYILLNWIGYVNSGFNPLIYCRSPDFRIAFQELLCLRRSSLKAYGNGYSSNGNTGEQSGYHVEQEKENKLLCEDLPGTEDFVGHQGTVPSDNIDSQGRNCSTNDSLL
p53 reactivator: mutant p53 re-activation in reporter cells | H1299 p53-A138V BP100-luciferase reporter, luminescence, 24 h | Potency, µM (highest dose often 92.2 µM), inactives show top-dose activity change, positive = activation, most hits filed as activators | 0.063% of 320,000 active; also: potency is read from the fitted curve at half-maximal effect; % of control where 0% means no effect; nearly all actives have a fitted effect of over 45% in size
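p53-null H1299 cells stably carrying temperature-sensitive p53-A138V and a BP100-luciferase reporter were pinned with compounds (4-point, 1:5 series) and held 24 hrs at 37 deg C. Luminescence was read 10 min after detection reagent.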
TRPV1 ag: activates the human vanilloid receptor TRPV1; 0.19% of 320,000 active; AID 540275; activation, % at 8.33 µM; TRPV1-expressing cells, Fluo-8 calcium influx, agonist mode; Q8NER1; in the data active = activation above about 80%; inconclusive = between about 30% and that limit; also: 0% is about no effect
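Fluo-8 calcium influx in TRPV1-expressing cells, kinetic read (ex 480/em 520 nm). Compound added and read 3 min for agonist activity, followed by capsaicin at EC20 final and 2 min further read for enhancement.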
* = called active by the depositor; [ ] = dose if it differs, or a comment. Unless noted, calls follow the shape of the dose curve; as a rule, active = well fitted curve in the direction sought with a large enough effect; inconclusive = small, poorly fitted or top-dose-only effect, or another doubt; inactive = no such curve, though single readings can be large; an effect the other way counts as inactive or inconclusive. Compounds were not picked by outcome. About 2.6% of those tested had a hit in this group.

For c1ccc2c(c1)CC(CN1CCNCC1)O2 (stereo unspecified) the results were a7 integrin act -34%[inhibitor], PTAP TSG101 blk -2%, uPA generation 2%, USP2a inh -1%, S-ASM inh 3%, Eya2 phos inh 5%, BRCA1 expr up 13%, ELG1 genotoxic 0%, B2AR arrestin 0.5% and TRPV1 ag 1.
For O=C(Nc1nnc(C2CC2)s1)c1cc(S(=O)(=O)N2CCN(c3ccccc3)CC2)ccc1Cl the results were a7 integrin act 1%, PTAP TSG101 blk -3%, USP2a inh 2%, S-ASM inh -1%, Eya2 phos inh 2%, BRCA1 expr up -12%, ELG1 genotoxic -1%, B2AR arrestin -0.3%, p53 reactivator 3% and TRPV1 ag -2.
For COc1ccc(-c2cn3c(C)c(C(=O)N4CCc5ccccc5C4)sc3n2)cc1 the results were a7 integrin act 1%, PTAP TSG101 blk -5%, uPA generation inconclusive, USP2a inh 1%, S-ASM inh -19%, Eya2 phos inh inconclusive, BRCA1 expr up -42%, ELG1 genotoxic -9%, B2AR arrestin 0.1%, p53 reactivator -1% and TRPV1 ag -2.
Screening CC1CN(S(=O)(=O)c2cccc(C(=O)OCC(=O)N3CCCCCC3)c2)CC(C)O1 (stereo unspecified) returned a7 integrin act -19%, PTAP TSG101 blk -2%, uPA generation 2%, USP2a inh 1%, S-ASM inh 0%, Eya2 phos inh -18%, BRCA1 expr up -17%, ELG1 genotoxic 2%, B2AR arrestin -0.2% and p53 reactivator 0%.
Screening CCOc1cc(-c2ccc3c(c2)OCO3)cc(=O)c2c(C)oc(C)c12 returned USP2a inh -2%, Eya2 phos inh 13%, ELG1 genotoxic 6%, B2AR arrestin -0.2%, p53 reactivator -8% and TRPV1 ag 9.
O=C(O)Cc1cccc2ccccc12 was read as PTAP TSG101 blk 1%, uPA generation 15%, USP2a inh 0%, S-ASM inh -1%, Eya2 phos inh -16%, BRCA1 expr up 0%, ELG1 genotoxic 6%, B2AR arrestin -0.1%, p53 reactivator 1% and TRPV1 ag 0.
Screening CC1(C)Cc2c(sc(NC(=O)COc3ccccc3)c2C#N)C(C)(C)N1 returned a7 integrin act -16%, PTAP TSG101 blk -1%, uPA generation -5%, USP2a inh 0%, S-ASM inh -4%, Eya2 phos inh 4%, BRCA1 expr up -1%, ELG1 genotoxic -5%, B2AR arrestin -0.1%, p53 reactivator -2% and TRPV1 ag 2.
Screening CN(C)S(=O)(=O)c1cccc(C(=O)N2CCc3ccccc32)c1 returned a7 integrin act -5%, PTAP TSG101 blk -6%, uPA generation -1%, USP2a inh 2%, S-ASM inh -1%, Eya2 phos inh -4%, BRCA1 expr up 1%, ELG1 genotoxic -3%, B2AR arrestin 0.2%, p53 reactivator -12% and TRPV1 ag 2.
Screening C#CCOCCOCCOCCNc1nc(N2CCN(C(=O)[C@H](CCC(=O)O)n3cc(C(N)Cc4ccc(O)cc4)nn3)CC2)nc(N2CCN(C(=O)[C@H](CCCCN)n3cc(C(N)[C@H](C)CC)nn3)CC2)n1 (stereo partly specified) returned USP2a inh 0%, Eya2 phos inh -2%, ELG1 genotoxic 0%, B2AR arrestin -0.2%, p53 reactivator 0% and TRPV1 ag 5.
`O=C(c1cc(=O)[nH]c2ccccc12)N1CCN(c2cccc(C(F)(F)F)c2)CC1` gave a7 integrin act 11%, PTAP TSG101 blk -4%, uPA generation 3%, USP2a inh 1%, S-ASM inh -6%, Eya2 phos inh 9%, BRCA1 expr up -9%, ELG1 genotoxic -15%, B2AR arrestin 0.2%, p53 reactivator -2% and TRPV1 ag -8.
Screening COc1ccc(NC(=O)CSc2nc3ccccc3nc2N2CCCC2)cc1 returned a7 integrin act -11%, PTAP TSG101 blk -3%, uPA generation 3%, USP2a inh 1%, S-ASM inh 46%, Eya2 phos inh 9%, BRCA1 expr up -14%, ELG1 genotoxic -1%, B2AR arrestin 0.7%, p53 reactivator 8% and TRPV1 ag 29.
Screening COCCN(CCOC)C(=O)COC(=O)c1cc([N+](=O)[O-])ccc1Cl returned a7 integrin act -40%[inhibitor], PTAP TSG101 blk -8%, uPA generation -6%, USP2a inh 0%, S-ASM inh 1%, Eya2 phos inh 1%, BRCA1 expr up 2%, ELG1 genotoxic 0%, B2AR arrestin -0.3%, p53 reactivator 15% and TRPV1 ag 0.
Screening CCn1c(SCC(=O)Nc2nnc(C)s2)nnc1-c1ccncc1 returned a7 integrin act -9%, PTAP TSG101 blk -6%, USP2a inh 0%, S-ASM inh 2%, Eya2 phos inh 10%, BRCA1 expr up 18%, ELG1 genotoxic 0%, B2AR arrestin -0.2%, p53 reactivator -4% and TRPV1 ag -4.
`COc1ccccc1N1CCN(C(=O)CCc2ccccc2)CC1` gave a7 integrin act 39%, PTAP TSG101 blk -2%, uPA generation 2%, USP2a inh 0%, S-ASM inh 1%, Eya2 phos inh 7%, BRCA1 expr up 24%, ELG1 genotoxic 2%, B2AR arrestin 0.1%, p53 reactivator -48%[inhibitor] and TRPV1 ag 1.
Screening Clc1ccc(C2=Nn3c(nnc3-c3cccs3)SC2)cc1 returned a7 integrin act 19%, PTAP TSG101 blk -5%, uPA generation -6%, USP2a inh 4%, S-ASM inh -1%, Eya2 phos inh 0%, BRCA1 expr up -32%, ELG1 genotoxic inconclusive, B2AR arrestin -1.2%, p53 reactivator -5% and TRPV1 ag 1.

2 compounds picked at random from the list so far:
Screening COCCN(CCOC)C(=O)COC(=O)c1cc([N+](=O)[O-])ccc1Cl returned a7 integrin act -40%[inhibitor], PTAP TSG101 blk -8%, uPA generation -6%, USP2a inh 0%, S-ASM inh 1%, Eya2 phos inh 1%, BRCA1 expr up 2%, ELG1 genotoxic 0%, B2AR arrestin -0.3%, p53 reactivator 15% and TRPV1 ag 0.
Screening CCOc1cc(-c2ccc3c(c2)OCO3)cc(=O)c2c(C)oc(C)c12 returned USP2a inh -2%, Eya2 phos inh 13%, ELG1 genotoxic 6%, B2AR arrestin -0.2%, p53 reactivator -8% and TRPV1 ag 9.

Next section:
CN(C)C(CNc1ccc(S(C)(=O)=O)cc1[N+](=O)[O-])c1ccccc1 (stereo unspecified) was read as a7 integrin act -5%, PTAP TSG101 blk -7%, uPA generation -5%, USP2a inh 0%, S-ASM inh -5%, Eya2 phos inh 10%, BRCA1 expr up -17%, ELG1 genotoxic -6%, B2AR arrestin -1.0%, p53 reactivator 10% and TRPV1 ag 1.
For COc1ccc(NC(=O)Cn2nnc(C(=O)NCCc3ccc(OC)c(OC)c3)c2N)c(OC)c1 the results were a7 integrin act 16%, PTAP TSG101 blk 0%, uPA generation 7%, USP2a inh 1%, S-ASM inh 0%, Eya2 phos inh -5%, BRCA1 expr up -12%, ELG1 genotoxic 6%, B2AR arrestin -0.2%, p53 reactivator -4% and TRPV1 ag -1.
For O=C(COc1cc(=O)n2c(n1)SCCC2)c1ccccc1 the results were a7 integrin act -34%, PTAP TSG101 blk -2%, uPA generation 0%, USP2a inh -1%, S-ASM inh -1%, Eya2 phos inh 5%, BRCA1 expr up 33%, ELG1 genotoxic 1%, B2AR arrestin -0.6%, p53 reactivator 17% and TRPV1 ag -2.
Screening O=S(=O)(NC1CCCC1)c1cccc(S(=O)(=O)N2CCC(n3nnc4ccccc43)CC2)c1 returned a7 integrin act -7%, PTAP TSG101 blk -3%, uPA generation 2%, USP2a inh -15%, S-ASM inh -6%, Eya2 phos inh 9%, BRCA1 expr up -52%, ELG1 genotoxic -9%, B2AR arrestin -0.1%, p53 reactivator 5% and TRPV1 ag 3.
For O=C1OCc2cccc([N+](=O)[O-])c21 the results were a7 integrin act 29%, PTAP TSG101 blk -8%, uPA generation 0%, USP2a inh 0%, S-ASM inh 4%, Eya2 phos inh 2%, BRCA1 expr up 26%, ELG1 genotoxic 2%, B2AR arrestin -0.1%, p53 reactivator 8% and TRPV1 ag 1.
`Cc1[nH]c(=O)nc(SCc2cccc(Cl)c2)c1C#N` gave a7 integrin act -3%, PTAP TSG101 blk 1%, uPA generation -1%, USP2a inh 2%, S-ASM inh -3%, Eya2 phos inh -5%, BRCA1 expr up -28%, ELG1 genotoxic -1%, B2AR arrestin -0.3%, p53 reactivator 2% and TRPV1 ag 0.
`CCc1nc(NCCCn2ccnc2)c2oc3ccccc3c2n1` gave a7 integrin act -19%, PTAP TSG101 blk 0%, uPA generation -6%, USP2a inh -1%, S-ASM inh -2%, Eya2 phos inh -12%, BRCA1 expr up -32%, ELG1 genotoxic 1%, B2AR arrestin -1.0%, p53 reactivator 3% and TRPV1 ag 6.

Source: PubChem BioAssay (National Center for Advancing Translational Sciences (NCATS))
